Screening results as filed in PubChem BioAssay.
KCNH2 WT inh: blocks the wildtype human KCNH2 potassium channel; Q12809; U2OS, BacMam KCNH2, thallium flux FluxOr; active compounds read low; activity change, % at 1.84 µM; 0.37% of 340,000 active; AID 720551;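 active = maximum activity change below -70%; inconclusive = maximum activity change between -70% and -50%; inactive = maximum activity change above -50%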
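U2OS cells transduced with wild-type KCNH2 virus are loaded with FluxOr dye for 45 min, and thallium flux is measured in kinetic reads before and after stimulation buffer. Rate constants are normalized to DMSO controls.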
USP2a block: blocks human ubiquitin-specific protease USP2a. O75604. USP2 core, Ub-CHOP2 coupled fluorogenic reporter, 485/531. Potency, µM (series often up to 38.3 µM), for inactives: at the highest dose activity change, negative = inhibition, most hits filed as inhibitors. 0.01% of 330,000 active;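 note: potency is the fitted concentration of half-maximal effect; plate controls were DMSO wells for no effect and full inhibition by NEM control for full effect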
Target sequence (O75604 whole entry, looked up): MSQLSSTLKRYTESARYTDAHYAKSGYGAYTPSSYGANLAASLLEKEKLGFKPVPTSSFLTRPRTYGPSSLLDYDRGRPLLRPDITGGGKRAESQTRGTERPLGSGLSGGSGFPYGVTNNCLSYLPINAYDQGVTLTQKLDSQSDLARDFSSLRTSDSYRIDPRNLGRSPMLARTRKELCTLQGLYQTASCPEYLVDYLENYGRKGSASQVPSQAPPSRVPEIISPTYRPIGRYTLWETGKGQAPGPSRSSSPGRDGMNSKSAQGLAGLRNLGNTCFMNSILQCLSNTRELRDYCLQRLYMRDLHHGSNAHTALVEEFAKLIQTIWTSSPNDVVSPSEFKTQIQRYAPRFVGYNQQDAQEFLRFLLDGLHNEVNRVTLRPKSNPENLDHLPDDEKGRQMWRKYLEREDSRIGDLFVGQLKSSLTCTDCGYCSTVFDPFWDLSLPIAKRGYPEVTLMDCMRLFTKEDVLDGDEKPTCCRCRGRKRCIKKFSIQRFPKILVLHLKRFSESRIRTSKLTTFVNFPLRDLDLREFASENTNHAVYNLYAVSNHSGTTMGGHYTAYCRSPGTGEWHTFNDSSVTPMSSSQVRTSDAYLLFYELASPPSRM
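Cell-free coupled assay: 10nM USP2 core preincubated 30min RT with compound in Tris-HCl pH 8.0/CaCl2/CHAPS buffer, then 25nM Ub-CHOP2 and 25nM reporter substrate; fluorescence (Ex 485/Em 531) read after 60min RT, normalized to NEM inhibition, concentration-response curves fitted.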
FBPA coupling cs: coupling enzyme interference in Giardia aldolase counter-screen. coupling enzyme system counterscreen, AmpLite Red fluorescence. activity change, negative = inhibition, % at 58.2 µM, hits read low. 0.67% of 290,000 active. AID 2472; in the data active = activity change below about -30%
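Counterscreen of the coupled detection system alone, without aldolase: glyceraldehyde-3-phosphate coupling enzymes plus AmpLite Red readout. Compounds at 57.5 uM final, 10 min RT preincubation, 20 min RT reaction, fluorescence 525/598 nm.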
Giardia killer: Giardia lamblia killing | Giardia lamblia trophozoite viability | activity change, % at 7.66 µM, hits read low | 0.15% of 340,000 active | AID 540267; in the data active = activity change below about -80%; inconclusive = between about -30% and that limit;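 note: parasites exposed to compound for two days anaerobically before the ATP read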
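ATP-content bioluminescence gauges trophozoite survival. Cells (100/well) receive compound and incubate anaerobically for 48 hrs at 37 deg C; detection reagent follows for 15-30 min at room temperature.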
PKM2 activator: PKM2 (human) enzyme activation; purified PKM2, Kinase-Glo ATP luminescence, activation; response scale: 0% is enzyme alone, no compound; Potency, µM (series often up to 57.5 µM), for the others: at the top dose activation, most hits filed as activators; 0.34% of 260,000 active; AID 1631; note: potency is the fitted concentration of half-maximal effect; nearly all actives have a fitted effect of over 55% in size
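Kinase-Glo luminescence reports ATP generated from ADP (0.1 mM) and PEP (0.5 mM) by purified hPK-M2 after 1 h at room temperature, pH 7.2 imidazole buffer; intermediate enzyme activity allows detecting inhibitors and activators.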
Eya2 phos inh: inhibitors of human Eya2 phosphatase activity; O00167; recombinant Eya2, OMFP fluorescence dephosphorylation (OMFP is methylfluorescein phosphate); Potency, µM (doses to about 76.9 µM), for the others: at the highest dose activity, negative = inhibition, usual class: inhibitors; 0.006% of 330,000 active; note: potency is the fitted concentration of half-maximal effect
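Eya2 protein (added as 0.2 uM solution) was preincubated with compound for 10 min at ambient temperature in 50 mM HEPES pH 7.5, 50 mM NaCl, 5 uM MgCl2, 0.05% BSA, 1 mM DTT. OMFP (added at 50 uM) then reacted 10 min; fluorescence read at 485/525 nm.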
KCNH2 3.1 block: inhibitors of human KCNH2 3.1 potassium channel isoform. U2OS KCNH2 3.1, thallium flux FluxOr; active compounds read low. activity change, % (tested at about 1.8 µM). 0.95% of 340,000 active;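 active = maximum activity change below -70%; inconclusive = maximum activity change from -70% to -50%; inactive = maximum activity change above -50%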;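 note: thallium influx rate constant from kinetic fluorescence after stimulation buffer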
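Channel expression came from 3.1 mutant virus (1.77 x 10^8 /mL) applied to suspended U2OS cells for 4 h. Flux was tracked with FluxOr dye plus Red40 quencher, and kinetic rate constants normalized to controls.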
Chronic BCR inh: blocks chronic active B-cell receptor signaling | ABC-DLBCL IkBa-CBG/CBR reporter, luminescence ratio, 4 h | 0.05% of 340,000 active | Potency, µM (top dose mostly 46.1 µM), for inactives: top-dose ratio change, negative = lower green/red ratio, hits mostly inhibitors; active = well fitted inhibition curve with a large enough effect in the signal ratio, with a control signal flat, not every such curve was filed as active; inconclusive = small, poorly fitted or top-dose-only effect, or effect the other way, or a change in a side signal; the % refers to the signal ratio;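 note: potency is the fitted concentration of half-maximal effect; plate controls were basal doxycycline-induced cells for no effect and cells given 10 µM MG132 for full effect; MG132 reads +100%, hits lower the ratio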
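TMD8 human ABC-DLBCL cells with doxycycline-inducible IκBα–green luciferase fusion and unfused red luciferase, in 0.5% FBS medium; compounds up to 46 uM, 4 h at 37C. Green/red luminescence ratio, filter-overlap corrected, fitted to concentration-response curves.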
B2AR arrestin: agonists driving beta-arrestin recruitment to human beta2-adrenergic receptor | beta-arrestin recruitment to beta2AR, cell-based reporter | Potency, µM (highest dose often 46.1 µM), for the others: top-dose activation, most hits filed as activators | 0.02% of 330,000 active | AID 492947;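 note: potency is the fitted concentration of half-maximal effect; 0% = DMSO controls and full agonism = EC100 isoproterenol or metaproterenol; nearly all actives have a fitted effect of over 65% in size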
Target sequence (P07550 whole entry, looked up): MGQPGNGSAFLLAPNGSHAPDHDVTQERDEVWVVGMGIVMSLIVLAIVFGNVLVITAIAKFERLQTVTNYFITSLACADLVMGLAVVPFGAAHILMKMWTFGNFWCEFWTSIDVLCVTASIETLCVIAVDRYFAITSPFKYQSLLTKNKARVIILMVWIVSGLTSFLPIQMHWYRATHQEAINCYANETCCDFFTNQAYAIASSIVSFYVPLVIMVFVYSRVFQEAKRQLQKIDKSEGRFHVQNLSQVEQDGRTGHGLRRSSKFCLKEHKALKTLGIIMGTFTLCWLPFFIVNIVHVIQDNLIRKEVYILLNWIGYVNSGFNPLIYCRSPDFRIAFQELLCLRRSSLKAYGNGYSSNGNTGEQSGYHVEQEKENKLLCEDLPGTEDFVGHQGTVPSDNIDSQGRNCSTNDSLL
uPA generation: blocks generation of uPA at the cell surface. cell surface uPA generation assay, qHTS. Potency, µM (doses to about 38.3 µM), without a hit: top-dose activity change, negative = inhibition, hits mostly inhibitors. 0.31% of 330,000 active. AID 540303; active = well fitted inhibition curve with a large enough effect; inconclusive = small, poorly fitted or top-dose-only effect; inactive = no such curve, though single readings can be large or run the other way; tested in mouse RAW 264.7 cells; note: potency is the fitted concentration of half-maximal effect; nearly all actives have a fitted effect of over 55% in size
GALK inhibitor: inhibitors of human galactokinase | Purified GALK, Kinase-Glo residual ATP luminescence | Potency, µM (top dose mostly 57.5 µM), without a hit: top-dose activity change, negative = inhibition, actives largely listed as inhibitors | 0.007% of 270,000 active | AID 1868; note: potency is the fitted concentration of half-maximal effect
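Quantitative HTS: GALK 5 nM, ATP 35 uM, galactose 100 uM, 1 h room temperature, then luciferase-based ATP detection.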
* hit, by the source's call. Unless noted, calls come from the whole dose curve; as a rule, active = well fitted curve in the direction sought with a large enough effect; inconclusive = small, poorly fitted or top-dose-only effect, or another doubt; inactive = no such curve, though single readings can be large; an effect the other way counts as inactive or inconclusive. Unless noted, % is set by controls: 0 for no effect and ±100 for the full control effect.

What do the screens show for `O=C(C1=C(O)C(=O)N(Cc2ccco2)C1c1cccc([N+](=O)[O-])c1)c1ccco1` (stereo not given)?
KCNH2 WT inh: -7; USP2a block: 1%; FBPA coupling cs: 1; Giardia killer: 7; PKM2 activator: 7%; Eya2 phos inh: -14%; KCNH2 3.1 block: 7; Chronic BCR inh: 2%; B2AR arrestin: -0.1%; uPA generation: 11%; GALK inhibitor: 0%

How did O=C(c1cc([N+](=O)[O-])ccc1N1CCCC1)N1CCCC1 do in these assays?
KCNH2 WT inh: 3; USP2a block: 0%; FBPA coupling cs: 1; Giardia killer: -7; PKM2 activator: 0%; Eya2 phos inh: 12%; KCNH2 3.1 block: -6; Chronic BCR inh: -1%; B2AR arrestin: 0.1%; uPA generation: 3%; GALK inhibitor: -1%

How did COc1ccccc1NC(=O)CC1S/C(=N/N=C(\C)C2CCCCC2)NC1=O (stereo not given) do in these assays?
KCNH2 WT inh: 1; USP2a block: 0%; Giardia killer: -23; PKM2 activator: -3%; Eya2 phos inh: 1%; KCNH2 3.1 block: -1; Chronic BCR inh: -1%; B2AR arrestin: -0.8%; uPA generation: -20%; GALK inhibitor: -2%

What do the screens show for `Cc1nn(C)c(Cl)c1CN1CCCC(C(=O)Nc2cccc(-n3cccn3)c2)C1` (stereo not given)?
KCNH2 WT inh: 16; USP2a block: 3%; FBPA coupling cs: -1; Giardia killer: -9; PKM2 activator: -1%; Eya2 phos inh: 15%; KCNH2 3.1 block: 5; Chronic BCR inh: -11%; B2AR arrestin: -0.6%; uPA generation: 4%; GALK inhibitor: 1%

How did CN(Cc1ccc(C(C)(C)C)cc1)C(=O)C1CCN(C(=O)Nc2ccccc2)CC1 do in these assays?
KCNH2 WT inh: 3; USP2a block: -2%; Giardia killer: 9; Eya2 phos inh: -12%; KCNH2 3.1 block: -22; Chronic BCR inh: -18%; B2AR arrestin: 0.2%; uPA generation: -4%

How did COc1cccc(CC2(CO)CCCN(Cc3ccc4c(c3)OCCO4)C2)c1 (stereo not given) do in these assays?
KCNH2 WT inh: 13; USP2a block: -1%; FBPA coupling cs: 1; Giardia killer: -1; PKM2 activator: -3%; Eya2 phos inh: 1%; KCNH2 3.1 block: 5; Chronic BCR inh: inconclusive; B2AR arrestin: 7.2%; uPA generation: -1%; GALK inhibitor: 10%

Results for Cc1ncoc1C(=O)NCc1ccccc1Cl ?
KCNH2 WT inh: -3; USP2a block: 0%; FBPA coupling cs: 0; Giardia killer: 4; PKM2 activator: 7%; Eya2 phos inh: 7%; KCNH2 3.1 block: 18; Chronic BCR inh: inconclusive; B2AR arrestin: -0.2%; uPA generation: 3%; GALK inhibitor: -3%

How did CC(C)(C)NC(=O)COc1ccc(CNc2ccc3[nH]c(=O)[nH]c3c2)cc1 do in these assays?
KCNH2 WT inh: -11; USP2a block: 2%; FBPA coupling cs: -50*; Giardia killer: 5; PKM2 activator: 13%; Eya2 phos inh: 2%; KCNH2 3.1 block: -37; Chronic BCR inh: -5%; B2AR arrestin: 0.3%; uPA generation: 0%; GALK inhibitor: -1%

What do the screens show for `O=C(N/N=C/C(Cl)=C\c1ccccc1)c1cccs1`?
KCNH2 WT inh: -6; USP2a block: 1%; FBPA coupling cs: 1; Giardia killer: -14; PKM2 activator: -8%; Eya2 phos inh: inconclusive; KCNH2 3.1 block: -2; Chronic BCR inh: inconclusive; B2AR arrestin: -0.7%; uPA generation: -10%; GALK inhibitor: 2%

Results for O=C(CSCc1cccc(CSCC(=O)Nc2ccc3ccccc3c2)n1)Nc1ccc2ccccc2c1 ?
KCNH2 WT inh: 16; USP2a block: -2%; FBPA coupling cs: -4; Giardia killer: -10; PKM2 activator: 1%; Eya2 phos inh: -18%; KCNH2 3.1 block: -23; Chronic BCR inh: 1%; B2AR arrestin: 0.1%; uPA generation: -3%; GALK inhibitor: 0%

What do the screens show for `CCOc1ccc(S(=O)(=O)NCCc2ccccn2)cc1`?
KCNH2 WT inh: 14; USP2a block: 2%; Giardia killer: 7; Eya2 phos inh: 2%; KCNH2 3.1 block: -22; Chronic BCR inh: 5%; B2AR arrestin: -1.7%; uPA generation: 16%

What do the screens show for `COc1ccc(S(=O)(=O)N2CCCCCC2)cc1N(C)S(=O)(=O)c1ccc(Cl)cc1`?
KCNH2 WT inh: -2; USP2a block: 0%; FBPA coupling cs: -3; Giardia killer: 10; PKM2 activator: -8%; Eya2 phos inh: -16%; KCNH2 3.1 block: inconclusive; Chronic BCR inh: 7%; B2AR arrestin: -0.3%; uPA generation: -7%

Next part; the last 2 above are carried over.
What do the screens show for `CCOc1ccc(S(=O)(=O)NCCc2ccccn2)cc1`?
KCNH2 WT inh: 14; USP2a block: 2%; Giardia killer: 7; Eya2 phos inh: 2%; KCNH2 3.1 block: -22; Chronic BCR inh: 5%; B2AR arrestin: -1.7%; uPA generation: 16%

What do the screens show for `COc1ccc(S(=O)(=O)N2CCCCCC2)cc1N(C)S(=O)(=O)c1ccc(Cl)cc1`?
KCNH2 WT inh: -2; USP2a block: 0%; FBPA coupling cs: -3; Giardia killer: 10; PKM2 activator: -8%; Eya2 phos inh: -16%; KCNH2 3.1 block: inconclusive; Chronic BCR inh: 7%; B2AR arrestin: -0.3%; uPA generation: -7%

How did Cc1ccc2occ(/C=C/C(=O)O)c(=O)c2c1 do in these assays?
KCNH2 WT inh: -8; USP2a block: 0%; Giardia killer: -8; PKM2 activator: -8%; Eya2 phos inh: 1%; KCNH2 3.1 block: -11; Chronic BCR inh: 0%; B2AR arrestin: -0.8%; uPA generation: 5%; GALK inhibitor: 0%

How did CC1Oc2ccccc2C=C1/C=N/NC(=O)[C@@H](C)NC(=O)OC(C)(C)C (stereo not given in full) do in these assays?
KCNH2 WT inh: -6; USP2a block: 2%; FBPA coupling cs: 2; Giardia killer: -12; PKM2 activator: 3%; Eya2 phos inh: -5%; KCNH2 3.1 block: 1; Chronic BCR inh: -16%; B2AR arrestin: -0.4%; uPA generation: 4%; GALK inhibitor: -1%

Results for COc1ccc(-c2cc(C3CC3)nc(SCC(=O)c3cccs3)c2C#N)cc1 ?
KCNH2 WT inh: -2; USP2a block: 3%; FBPA coupling cs: -3; Giardia killer: 7; PKM2 activator: 1%; Eya2 phos inh: 12%; KCNH2 3.1 block: 4; Chronic BCR inh: 1%; B2AR arrestin: 0.0%; uPA generation: 7%; GALK inhibitor: 0%

How did O=C(NCc1ccc(F)cc1Cl)C1CC(=O)N(C2CCCCCCC2)C1 (stereo not given) do in these assays?
KCNH2 WT inh: -1; USP2a block: -1%; FBPA coupling cs: -3; Giardia killer: 15; Eya2 phos inh: 4%; KCNH2 3.1 block: 8; Chronic BCR inh: 4%; B2AR arrestin: -0.2%; uPA generation: -3%; GALK inhibitor: -3%

What do the screens show for `CC1CCCN(CCOc2cccc(Oc3ccccc3)c2)C1` (stereo not given)?
KCNH2 WT inh: 40; USP2a block: 1%; FBPA coupling cs: 0; Giardia killer: -11; PKM2 activator: 7%; Eya2 phos inh: -35%; KCNH2 3.1 block: inconclusive; Chronic BCR inh: 0%; B2AR arrestin: -0.2%; uPA generation: 1%; GALK inhibitor: -4%

Results for C[C@H]1CN=C(Nc2ccccc2)N1CCC1CCCC1 ?
KCNH2 WT inh: 30; USP2a block: -1%; FBPA coupling cs: 0; Giardia killer: -11; PKM2 activator: -5%; Eya2 phos inh: 0%; KCNH2 3.1 block: 9; Chronic BCR inh: 0%; B2AR arrestin: 0.3%; uPA generation: -12%

How did C/C(=N\NC(=S)Nc1c(C)cccc1C)c1ccc(O)cc1 do in these assays?
KCNH2 WT inh: -6; USP2a block: -1%; FBPA coupling cs: -1; Giardia killer: 21; PKM2 activator: 0%; Eya2 phos inh: -7%; KCNH2 3.1 block: 6; Chronic BCR inh: inconclusive; B2AR arrestin: 3.2%; uPA generation: 12%; GALK inhibitor: 4%

What do the screens show for `CSc1cccc(NC(=O)C2C3C=CC4(O3)C2C(=O)N(CCCN2CCOCC2)C4C(=O)NC2CCCCC2)c1` (stereo not given)?
KCNH2 WT inh: -1; USP2a block: 1%; FBPA coupling cs: 4; Giardia killer: 26; PKM2 activator: 1%; Eya2 phos inh: 4%; KCNH2 3.1 block: -6; Chronic BCR inh: -1%; B2AR arrestin: 0.7%; uPA generation: -3%; GALK inhibitor: 15%

What do the screens show for `O=C(NCc1ccccc1)Nc1cccn(Cc2ccc(Cl)cc2)c1=O`?
KCNH2 WT inh: 5; USP2a block: 2%; FBPA coupling cs: -2; Giardia killer: -7; PKM2 activator: -1%; Eya2 phos inh: 7%; KCNH2 3.1 block: -46; Chronic BCR inh: -1%; B2AR arrestin: 0.3%; uPA generation: 7%; GALK inhibitor: 1%

No enrichment for hits. Share with any hit: about 2.4%.
